# HEK293 tox: cytotoxic compounds in HEK 293 cells | HEK 293 viability, ATP luminescence (CellTiter-Glo), 48-72 h | Potency, µM (titrated, usually from 115 µM), for inactives: at the highest dose activity change, negative = cytotoxicity, most hits filed as inhibitors | 94,000 tested, 6.6% active; further: potency means the concentration at half of the fitted maximal effect; nearly all actives have a fitted effect of over 60% in size
#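 HEK 293 seeded at 250 cells/well receive compound via pintool. After 48 or 72 hr at 37 degree Celsius, 5% CO2 and 95% humidity, CellTiter-Glo is dispensed and luminescence read following 10 min at room temperature.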
# 3T3 cytotox: NIH 3T3 cell cytotoxicity; NIH 3T3 viability, CellTiter-Glo ATP luminescence, 48-72 h; Potency, µM (titrated, usually from 96.7 µM), without a hit: top-dose activity change, negative = cytotoxicity, most hits filed as inhibitors; 94,000 tested, 4.3% active; AID 1345082; further: potency means the concentration at half of the fitted maximal effect; nearly all actives have a fitted effect of over 55% in size
#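 Mouse fibroblast NIH 3T3 cells, 400 per well, received compound via pintool and were incubated for 48 or 72 hr prior to CellTiter-Glo ATP luminescence measurement.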
# FLuc inh: inhibitors of firefly (Photinus pyralis) luciferase | P08659 | purified P. pyralis luciferase, luminescence, biochemical | Potency, µM (titrated, usually from 115 µM), without a hit: at the top dose activity change, negative = inhibition, most hits filed as inhibitors | 76,000 tested, 2.5% active; further: potency means the concentration at half of the fitted maximal effect; nearly all actives have a fitted effect of over 65% in size
# Target sequence (P08659 whole entry, looked up): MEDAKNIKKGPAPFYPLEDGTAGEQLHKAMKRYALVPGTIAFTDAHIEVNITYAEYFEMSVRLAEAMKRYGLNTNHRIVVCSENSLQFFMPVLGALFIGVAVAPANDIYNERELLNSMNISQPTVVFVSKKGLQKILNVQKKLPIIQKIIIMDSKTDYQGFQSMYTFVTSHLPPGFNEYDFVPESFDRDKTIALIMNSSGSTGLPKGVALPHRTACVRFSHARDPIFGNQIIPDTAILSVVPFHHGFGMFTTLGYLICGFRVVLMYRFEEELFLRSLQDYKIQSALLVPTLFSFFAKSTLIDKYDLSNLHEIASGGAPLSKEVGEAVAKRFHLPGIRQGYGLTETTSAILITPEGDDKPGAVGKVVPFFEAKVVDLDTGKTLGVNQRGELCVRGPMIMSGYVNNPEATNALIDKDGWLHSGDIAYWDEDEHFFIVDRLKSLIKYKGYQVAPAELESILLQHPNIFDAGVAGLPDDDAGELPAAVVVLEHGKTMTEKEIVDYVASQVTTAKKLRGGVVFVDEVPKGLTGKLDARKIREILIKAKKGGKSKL
#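 Purified P. pyralis luciferase (10nM final) in 50mM Tris acetate pH 7.5, 10mM Mg acetate, 0.01% Tween-20, 0.05% BSA with 10uM D-luciferin and 10uM ATP. Compounds titrated qHTS. Luminescence imaged on CCD.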
# GPT2 inhibitor: blocks human glutamate pyruvate transaminase 2; Q8TD30; Recombinant GPT2, coupled pyruvate oxidase/HRP Amplex Red fluorescence; Potency, µM (series often up to 57.7 µM), for inactives: at the highest dose activity change, negative = inhibition, usual class: inhibitors; 100,000 tested, 0.25% active; AID 1671188; further: potency means the concentration at half of the fitted maximal effect; nearly all actives have a fitted effect of over 60% in size; many of its hits are not listed in these tables
#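 Recombinant GPT2 (10ng/uL) with 250uM a-KG and 2mM L-alanine, 30 min at room temperature, in HEPES pH 7.5 buffer. Pyruvate detected by pyruvate oxidase/HRP/Amplex Red fluorescence after 30 min in the dark; AOA (50uM) as positive control.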
# SNCA expr inh: SNCA gene expression inhibition | HEK-293 SNCA-luciferase knock-in, luminescence, 24 h | Potency, µM (series often up to 57.2 µM), for the others: at the highest dose activity change, negative = inhibition, actives largely listed as inhibitors | 140,000 tested, 0.17% active | AID 1671194;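 further: potency means the concentration at half of the fitted maximal effect; plate controls were DMSO cells for no effect and cell-free wells for full effect; nearly all actives have a fitted effect of over 45% in size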
# IP6K1 inhibitor: IP6K1 kinase inhibition; Q92551; IP6K1 kinase, ADP-Glo luminescence, 2 h; stronger effect = lower value; activity change, % (series mostly up to about 58 µM); 140,000 tested, 0.81% active; AID 1645851; in the data active means activity change below about -25%
# Target sequence (Q92551 whole entry, looked up): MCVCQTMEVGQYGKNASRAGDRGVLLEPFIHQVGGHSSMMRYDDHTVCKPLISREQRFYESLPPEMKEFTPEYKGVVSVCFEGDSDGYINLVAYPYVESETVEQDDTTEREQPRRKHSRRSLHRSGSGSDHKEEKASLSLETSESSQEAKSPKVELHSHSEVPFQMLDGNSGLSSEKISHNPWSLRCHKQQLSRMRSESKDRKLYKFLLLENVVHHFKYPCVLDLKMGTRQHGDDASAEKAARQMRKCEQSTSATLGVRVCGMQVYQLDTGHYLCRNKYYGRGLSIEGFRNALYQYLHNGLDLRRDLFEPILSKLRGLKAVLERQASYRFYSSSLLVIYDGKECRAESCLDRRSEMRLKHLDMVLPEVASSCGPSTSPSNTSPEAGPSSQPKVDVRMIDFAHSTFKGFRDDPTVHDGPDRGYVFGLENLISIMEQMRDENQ
#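 ADP-Glo luminescence measures ADP made by human IP6K1 during a 2 h RT reaction with ATP/IP6 (mix at 1.3 mM/130 uM); top library doses 57.5 and 19.1 uM final.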
# HEK293 viab: counter-screen for SNCA expression inhibitors: cell viability | 150,000 tested, 0.12% active | HEK-293-SNCA-luc viability, GF-AFC fluorescence, 24 h | Potency, µM (series often up to 57.1 µM), for the others: at the top dose activity change, negative = cytotoxicity, hits mostly cytotoxic;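 further: potency means the concentration at half of the fitted maximal effect; 0% = DMSO-treated cells and -100% = medium-only wells without cells; nearly all actives have a fitted effect of over 30% in size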
#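 HEK-293-SNCA-luc cells (1500/well) plated 24 h, then exposed 24 h to a dilution series; GF-AFC added 30 min at 37C, fluorescence 405/540 nm; normalised to medium-only and DMSO wells, Hill fit.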
# Starred values were filed as active, the others as inactive; i = inactive; ? = inconclusive; . = no result given; [ ] = another dose, or the depositor's remark. Unless noted, the call rests on the fitted dose curve; in most records, active means well fitted curve in the direction sought with a large enough effect; inconclusive means small, poorly fitted or top-dose-only effect, or another doubt; inactive means no such curve, though single readings can be large; an effect the other way counts as inactive or inconclusive. Unless noted, on the % scale 0 is the no-effect control and ±100 the full control effect.
SMILES,HEK293 tox,3T3 cytotox,FLuc inh,GPT2 inhibitor,SNCA expr inh,IP6K1 inhibitor,HEK293 viab
CN(CC1CCN(CCc2cccc(F)c2)CC1)C(=O)COc1cccnc1,-14.0%,?,5.0%,2.3%,-16.2%,4.5,-15.6%
COc1cc(F)ccc1-c1cn(C)c(=O)n2cc(CN3CCOCC3)nc12,-8.2%[172 µM],112µM*,-0.8%[172 µM],-0.1%[88.5 µM],27.1%[87.6 µM],1.7,-1.9%[87.6 µM]
CCCn1c(C)c(CC(=O)NCC2CCCOC2)c2c1CC(C)(C)CC2=O (configuration not stated),i,0.3%,10.3%,?,-18.4%,0.9,-12.7%
COc1cccc(CC(=O)Nc2ccc3c(c2)CN(Cc2ccccc2)C(=O)C(C)O3)c1 (configuration not stated),?,?,-6.7%,i,4.6%,-7.2,0.5%
Cc1ccc2nc(-c3ccc(NC(=O)Cc4ccccc4)cc3)sc2c1,.,.,.,.,67.2%[activator],4.0,-10.0%
CN(C)C(=O)N1CCCC(C(=O)NCCc2nc(-c3ccccn3)no2)C1 (configuration not stated),3.9%,-0.2%,-3.7%,-11.7%,16.4%,-6.5,2.8%
CS(=O)(=O)N(Cc1cccnc1)C1CN(C(=O)CC2CCCCC2)C1,1.2%,0.1%,-0.4%,3.3%,-20.6%,8.3,3.8%
Cc1ccc(Cc2nc3ccccc3nc2SCC(=O)NCc2ccc(F)cc2)cc1,.,.,.,.,25.0%,35.1,0.0%
Cc1ccc(NC(=O)N2CCC(n3cnnc3C3CC3)C2)cc1Cl (configuration not stated),6.4%,i,1.9%,i,-0.4%,19.7,-1.1%
COc1cc(OC(F)(F)F)ccc1C(=O)N1CCC2CC(=O)NCCC2C1 (configuration not stated),i,2.9%,.,i,?,-8.2,-3.8%
CCCNC(=O)N1CCCC2(CCC(=O)N(CCc3cnc[nH]3)C2)C1 (configuration not stated),-0.8%,3.9%,0.4%,4.2%,11.5%,3.2,17.6%
COc1cccc(CN2CCCC3(CNc4ccccc4[S+](=O)([O-])N3)C2)c1 (configuration not stated),?,-12.7%,7.0%,-3.9%,8.8%,11.6,6.2%
O=C1CC(c2ccccc2)N(C(=O)CNC(=O)c2ccsc2)CCCCCN1 (configuration not stated),i,i,1.0%,-2.1%,8.9%,-6.2,4.8%
COCCn1nc2n(c1=O)CCN(Cc1scnc1C)CC2,3.6%,-1.9%,4.0%,i,25.7%,-11.3,5.5%
Cn1cccc1C(=O)N1CCC2(CCC(=O)N(CC3CCCO3)C2)CC1 (configuration not stated),-1.7%,-0.6%,-3.2%,-10.5%,2.1%,3.4,-2.0%
O=C(C1CCCCC1)N1CCC(Cc2ccc(CO)cc2)CC1,?,?,.,i,-12.4%,17.6,-14.3%
COc1ccc(-c2cn3nc(N4CCC(C(=O)Nc5ccc(Cl)cc5C)CC4)sc3n2)cc1,.,.,.,.,45.9%,-11.6,1.9%
Cc1ncoc1C(=O)N1CCCC1C(=O)Nc1cccc(-c2ccc(F)cc2)c1 (configuration not stated),?,-5.3%,1.5%,i,15.3%,-7.1,7.8%
O=[S+]1([O-])NC2(CCN(Cc3ccncc3)CC2)COc2ccccc21,-8.8%,4.7%,.,-2.7%,?,7.2,4.0%
CCOc1ccccc1NC(=O)Cn1c(=O)n(Cc2nc(C)no2)c(=O)c2ccccc21,.,.,.,.,42.3%[activator],6.4,1.0%
CCCCn1c(=O)c(C(=O)NCC(F)F)nc2cccnc21,-7.0%[172 µM],-27.0%[138 µM],.,i,0.4%[87.6 µM],26.2,5.5%[87.6 µM]
COc1ccc(C(=O)N[C@@H]2CN(C)C[C@H]2CN(C)C)cc1OC,-7.8%,-14.4%,-14.2%,i,-25.0%,-2.5,-10.4%
COCCn1c(CCC(=O)Nc2cc(C)ccc2C)nc2cccnc21,.,.,.,.,-9.1%,18.2,3.7%
O=C(NCc1ccccn1)c1ccc2c(c1)CC(=O)N2Cc1ccc(F)cc1,?,?,-21.0%,i,52.7%[activator],0.5,2.4%
Cc1cnc(CC2CCCN(C(=O)NC(C)(C)C)C2)n1Cc1ccc(F)cc1 (configuration not stated),?,-19.2%,7.6%,i,-16.5%,14.9,-17.9%
Cc1nn2c(c1-c1ccccc1C(C)C)N(C(=O)Cc1ccc(O)cc1)CCC2,?,?,2.4%[172 µM],3.8%[88.5 µM],-15.6%[87.6 µM],9.0,-2.3%[87.6 µM]
Cc1ccc(NC(=O)Cc2coc3ccc(C(C)C)cc23)c(C)c1,.,.,.,.,?,-3.6,7.6%
COc1cccc(-c2noc3c2CN(C(=O)c2ccc(C)cc2OC)CC3)c1,?,?,-12.9%,3.4%[11.5 µM],4.6%,26.1,-10.3%
Cc1cnc(C(=O)NC2CCc3nn(CC4CC4)c(=O)n3CC2)cn1 (configuration not stated),-5.7%,-14.5%,-1.1%,i,9.1%,7.0,-1.3%
CCCn1cnc2c1CN(S(=O)(=O)Cc1ccccc1)[C@H](C(=O)OC)C2,-4.5%[172 µM],-24.0%[174 µM],-10.6%[172 µM],i,-5.4%[87.6 µM],4.5,-10.8%[87.6 µM]
CCc1ccc(NCc2cc3cc4c(cc3n(CC(=O)Nc3ccccc3Cl)c2=O)OCO4)cc1,.,.,.,.,33.2%[activator],-10.7,21.2%
O=C(c1ccc(C(F)(F)F)cc1)N1CCC2(CC1)CC(c1cccc(C(F)(F)F)c1)=NO2,39.8µM*,?,7.8%,-0.9%,?,-10.8,-20.4%
O=C(NCc1cccs1)c1csc(N2CCN(c3ccccc3F)CC2)n1,?,?,4.8%,i,3.6%,-12.6,-7.2%
O=C1CO[C@H]2CCN(Cc3cccc(OC(F)(F)F)c3)CC[C@@H]2N1Cc1ccccc1,50.1µM*,?,-1.3%,i,-26.3%,-1.8,-4.6%
COc1ccccc1N1CCN(CCCNC(=O)c2cnn(-c3ccccc3)c2C2CCN(C(=O)OC(C)(C)C)CC2)CC1,.,.,.,.,-18.1%,-4.7,?
COCCNC(=O)C(NC(=O)CC(C)C)C1CCN(C(=O)c2ccc3c(c2)OCO3)CC1 (configuration not stated),-16.5%,-4.2%,0.4%,i,-9.5%,4.2,5.0%
CCOCCn1c(=O)n(C(CC)C(=O)NC(C)(C)C)c2cc(C(=O)O)cnc21 (configuration not stated),i,3.6%,-12.6%,-0.7%,-25.1%,-4.3,-13.2%
COc1ccc(NC(=O)c2cc3c(N(C)Cc4ccccc4)nc(C)cn3n2)cc1,?,?,3.6%,?,-6.2%,12.2,7.3%
Cc1ccccc1Nc1c(-c2c(F)cccc2Cl)nc2ccc(Br)cn12,.,.,.,.,0.2%,-0.1,-6.1%
Cc1ccc(CNC(=O)Cc2c(C(=O)O)c(C)cn2C)cc1,.,.,.,.,3.6%,13.5,3.3%
COc1ccccc1C(=O)NC1CCN(c2ccc3nnc(-c4ccccc4)n3n2)CC1,35.5µM*,?,.,.,.,-5.3,.
Cc1ccc(C(=O)N2C[C@@H](Oc3cccnc3)C[C@H]2C(=O)N2CCOCC2)s1,-1.6%,-16.6%,-13.1%,i,12.1%,0.0,-4.9%
COc1cccc(C(=O)N(Cc2ccc(N(C)C)cc2)Cc2ccco2)c1,.,.,.,.,-2.1%,-1.6,0.1%
COCCCn1c(=O)c(C(=O)N2CCN(C(=O)c3ccc(Cl)nc3)CC2)nc2cccnc21,i,-22.0%,.,3.5%,-13.7%,6.4,-5.9%
CCCNC(=O)N1CCC(N2CC3CC(C2)[C@H]2CCCC(=O)N2C3)CC1 (some centres not stated),-4.3%,-9.6%,-16.9%,-23.1%,-2.2%,0.4,6.0%
CN(C)C(=S)SC(=S)N(C)C,.,.,.,i,-16.9%[25.6 µM],28.5,15.3%[23.9 µM]
Cc1noc(CN2CCN(c3nc(N)nc4c3CCC4)CC(O)C2)n1 (configuration not stated),-10.1%,-0.9%,14.1%,i,15.7%,2.5,-3.7%
CCO[C@H]1CN(C(=O)c2cc3ccc(OC)cc3n2C)C[C@@H]1O,1.6%,-4.7%,3.3%,2.8%[11.5 µM],42.6%[activator],-11.5,1.9%

# Part of the list above, with values under each structure.
# Screens in order – HEK293 tox	3T3 cytotox	FLuc inh	GPT2 inhibitor	SNCA expr inh	IP6K1 inhibitor	HEK293 viab
COc1cc(OC(F)(F)F)ccc1C(=O)N1CCC2CC(=O)NCCC2C1 (configuration not stated)
→ i	2.9%	.	i	?	-8.2	-3.8%
CCCCn1c(=O)c(C(=O)NCC(F)F)nc2cccnc21
→ -7.0%[172 µM]	-27.0%[138 µM]	.	i	0.4%[87.6 µM]	26.2	5.5%[87.6 µM]
Cn1cccc1C(=O)N1CCC2(CCC(=O)N(CC3CCCO3)C2)CC1 (configuration not stated)
→ -1.7%	-0.6%	-3.2%	-10.5%	2.1%	3.4	-2.0%
O=C1CC(c2ccccc2)N(C(=O)CNC(=O)c2ccsc2)CCCCCN1 (configuration not stated)
→ i	i	1.0%	-2.1%	8.9%	-6.2	4.8%
CCOCCn1c(=O)n(C(CC)C(=O)NC(C)(C)C)c2cc(C(=O)O)cnc21 (configuration not stated)
→ i	3.6%	-12.6%	-0.7%	-25.1%	-4.3	-13.2%

# Remaining list, next part.
SMILES,HEK293 tox,3T3 cytotox,FLuc inh,GPT2 inhibitor,SNCA expr inh,IP6K1 inhibitor,HEK293 viab
Cc1cc2cc(-c3c(C)noc3C)nc(N3CCN(C)C(=O)C3)c2o1,?,?,-6.2%[172 µM],-16.5%[88.5 µM],106.7%[activator][87.6 µM],-11.2,-7.6%[87.6 µM]
Oc1ccccc1Nc1nc2ccccc2n2nnnc12,.,.,.,.,107.3%[activator],12.0,4.8%
O=C(Nc1ccccc1)N1CCC2(CC1)C(=O)NCN2Cc1ccc(Cl)cc1,-18.5%,-6.3%,5.0%,i,-1.8%,-13.5,2.1%
COc1ccc(N(C)S(=O)(=O)c2ccc3c(c2)CCN3C(=O)CCC(=O)O)cc1,.,.,.,.,4.0%,-8.0,1.9%
Cn1ncc2c(C(=O)Nc3ccccc3Cl)cc(-c3ccccc3F)nc21,-14.2%,-29.9%,.,.,.,7.7,.
COC(=O)c1ccc(CSc2nc3c([nH]c4ccccc43)c(=O)n2-c2ccc(Cl)cc2)o1,.,.,.,.,12.3%,12.1,3.7%
O=C(Cn1cccc1-c1nc(-c2ccccc2)no1)NCc1ccccc1,?,?,-7.0%,i,5.3%,-2.7,0.6%
CCOC(=O)c1cccc(-n2nnc3c(sc4nc(C)c(Br)c(C)c43)c2=O)c1,.,.,.,.,-10.6%,-23.8,1.7%
O=C(NCCc1cnccn1)c1coc(COc2cccc(C(F)(F)F)c2)n1,-2.5%,-22.6%,-8.3%,i,19.0%,15.2,-2.8%
COc1ccc(NC(=O)c2cc(S(=O)(=O)N3CCCC3)ccc2OC)cc1,.,.,.,.,-17.0%,7.4,-10.9%
Cc1ccc(NCc2cccn2-c2nnc(N3CCCCCC3)s2)cc1,.,.,.,.,171.2%[activator],2.4,11.6%

# Bioassay records: PubChem BioAssay, National Center for Advancing Translational Sciences (NCATS)
